Screening data from PubChem BioAssay.
TcdB inh: inhibitors of Clostridioides difficile toxin B glycohydrolase | TcdB glycohydrolase enzymatic assay, plate reader | P18177 | inhibition, % at 9.99 µM | 350,000 compounds, 0.24% hits | AID 652162; in the data active means inhibition above about 10%
The depositor's hits bear a star; & = joins results of further samples. This is a subset; the hit share may differ from the screen's.

SMILES	TcdB inh
C[C@H]1CN([C@@H](C)CO)C(=O)c2cccc(NC(=O)C3CC3)c2O[C@@H]1CN(C)CC1CCCCC1	1.6
C[C@H](CO)N1C[C@H](C)[C@H](CN(C)S(=O)(=O)c2cccs2)Oc2ccc(NS(=O)(=O)c3ccccc3)cc2CC1=O	-0.1
Cc1ccc(-c2ccc(C3[C@@H]4CN(Cc5cccc(F)c5)C[C@H]3N4)cc2)cc1 (stereo partly specified)	-1.3&2.4
COc1ccc(S(=O)(=O)Nc2cccc3c2O[C@@H](CN(C)S(=O)(=O)c2cn(C)cn2)[C@@H](C)CN([C@@H](C)CO)C3=O)cc1	0.2
C[C@H]1CN([C@@H](C)CO)C(=O)c2cc(-c3cccc(C#N)c3)cnc2O[C@@H]1CN(C)Cc1ccc(F)cc1	0.3
CO[C@H]1CN(C)C(=O)c2cc(NS(=O)(=O)c3ccc(Cl)cc3)ccc2OC[C@@H](C)NC[C@H]1C	-1.0
COc1ccc(C#Cc2ccc3c(c2)[C@H]2[C@H](CCN2C(=O)C2CC2)[C@H](CO)N3)cc1	-0.2
O=C(C[C@H]1CC[C@H](NC(=O)c2ccc(F)cc2)[C@H](CO)O1)NCc1ccncn1	0.4
CC(C)CC#Cc1cnc2c(c1)C(=O)N([C@H](C)CO)C[C@@H](C)[C@H](CN(C)C(=O)c1cnccn1)O2	-1.2
C[C@H](CO)N1C[C@H](C)[C@H](CN(C)C(=O)Nc2ccc(F)cc2)OCCCC[C@H](C)Oc2ccc(NC(=O)CCCN(C)C)cc2C1=O	2.1
CC(C)NC(=O)N1C[C@H]2[C@@H](c3ccccc31)[C@@H](CO)N2C(=O)Nc1ccc(F)cc1	-0.1
C[C@@H]1CN([C@H](C)CO)C(=O)c2cc(-c3ccc(C#N)cc3)cnc2O[C@H]1CN(C)CC1CCOCC1	0.6
COc1ccc(S(=O)(=O)N(C)C[C@H]2Oc3ccc(NS(C)(=O)=O)cc3C(=O)N([C@@H](C)CO)C[C@H]2C)cc1	1.0
C[C@H]1CCCCO[C@H](CN(C)Cc2ccc(C(F)(F)F)cc2)[C@@H](C)CN([C@@H](C)CO)C(=O)c2cc(NC(=O)NC3CCCCC3)ccc2O1	-0.2
C[C@@H]1CN([C@@H](C)CO)C(=O)c2cc(NC(=O)NC3CCCCC3)ccc2O[C@@H](C)CCCCO[C@@H]1CN(C)Cc1ccc(C(=O)O)cc1	-1.2
CCCC#Cc1cnc2c(c1)C(=O)N([C@H](C)CO)C[C@H](C)[C@@H](CN(C)C(=O)NCCC)O2	-0.6
O=C(C[C@@H]1C=C[C@H](NC(=O)Nc2cc(F)ccc2F)[C@@H](CO)O1)Nc1ccccc1	0.1
CO[C@@H]1CN(C)C(=O)c2cc(NC(=O)Nc3ccccc3F)ccc2OC[C@H](C)N(CC2CC2)C[C@H]1C	-0.1
CCCNC(=O)N(C)C[C@H]1Oc2cc(-c3ccc(C)cc3)ccc2S(=O)(=O)N([C@@H](C)CO)C[C@@H]1C	0.3
O=C1O[C@@H](c2ccccc2)[C@@H](c2ccccc2)N2[C@@H](c3ccc(O)cc3)[C@]3(C(=O)Nc4ccc(C#CC5(O)CCCCCC5)cc43)[C@@H](C(=O)N3CCCCCCC3)[C@H]12	-16.4
C[C@H]1CN([C@@H](C)CO)C(=O)c2cccc(NS(C)(=O)=O)c2O[C@@H]1CN(C)Cc1ccc(C(=O)O)cc1	0.1
Cc1noc(C)c1S(=O)(=O)Nc1ccc2c(c1)C(=O)N([C@H](C)CO)C[C@@H](C)[C@H](CN(C)Cc1ccc(C(F)(F)F)cc1)O2	-1.1
C[C@@H]1CCCCO[C@@H](CN(C)C(=O)CCC(F)(F)F)[C@H](C)CN([C@@H](C)CO)C(=O)c2cc(NC(=O)c3ccccc3)ccc2O1	-9.8
COCC(=O)Nc1ccc2c(c1)C(=O)N(C)C[C@H](OC)[C@@H](C)CN(Cc1ccccn1)[C@H](C)CO2	0.3
CN1C(=O)c2cc(NC(=O)Cc3cccs3)ccc2OC[C@@H]2O[C@@H](CC(=O)O)CC[C@@H]21	0.1
CN(C)CC#Cc1ccc([C@@H]2[C@H]3CN(C(=O)Nc4ccccc4F)CCCCN3[C@H]2CO)cc1	-1.0
O=C(NC1CCCCC1)N1CC(=O)N2[C@@H](CO)[C@@H](c3ccc(-c4cccnc4)cc3)[C@@H]2C1	-0.2
COc1ccccc1C#Cc1cnc2c(c1)C(=O)N([C@@H](C)CO)C[C@H](C)[C@H](CN(C)C(=O)CN(C)C)O2	-0.1
COc1cccc(S(=O)(=O)N(C)C[C@H]2Oc3cc(C4=CCCC4)ccc3S(=O)(=O)N([C@H](C)CO)C[C@@H]2C)c1	0.0
CO[C@@H]1CC[C@H]2CCN(C)C(=O)[C@H](C)[C@H](OC)CN(C)C(=O)c3cccc(C#N)c3OC[C@@H]1O2	0.2
O=C(C[C@H]1C[C@H]2c3cc(NC(=O)CC4CC4)ccc3O[C@H]2[C@H](CO)O1)NCc1ccncc1	-0.3
COCC(=O)N[C@@H]1CC[C@H](CC(=O)N2CCCCC2)O[C@H]1CO	-0.5
C[C@H]1CN([C@@H](C)CO)C(=O)c2cc(-c3cccc(F)c3)cnc2O[C@@H]1CN(C)S(=O)(=O)c1cccc(F)c1	0.7
CCCN(C)C[C@H]1Oc2cc(-c3cccnc3)ccc2S(=O)(=O)N([C@H](C)CO)C[C@H]1C	0.5
CC(=O)N1CC2(C1)[C@H](c1ccc(-c3ccc(C#N)cc3)cc1)[C@@H](CO)N2C(=O)C1CC1	0.2
CNC[C@@H]1Oc2cc(C#CCN(C)C)ccc2S(=O)(=O)N([C@@H](C)CO)C[C@H]1C	-0.3
COc1ccc(CN(C)C[C@H]2OCCCC[C@@H](C)Oc3ccc(NC(=O)Nc4c(C)noc4C)cc3C(=O)N([C@H](C)CO)C[C@H]2C)cc1	-6.8
N#C[C@H]1[C@@H](c2ccc(-c3ccccc3F)cc2)[C@H](CO)N1C(=O)c1ccccn1	-0.1
COc1ccc(S(=O)(=O)Nc2ccc3c(c2)C(=O)N([C@@H](C)CO)C[C@H](C)[C@@H](CN(C)S(=O)(=O)c2cn(C)cn2)OCCCC[C@H](C)O3)cc1	1.9
C[C@@H]1CN([C@@H](C)CO)S(=O)(=O)c2ccc(-c3cncnc3)cc2O[C@@H]1CN(C)C(=O)Cc1cccnc1	-0.2
O=C(C[C@@H]1C[C@H]2c3cc(NC(=O)c4cccnc4)ccc3O[C@H]2[C@@H](CO)O1)NCc1cccnc1	-0.2
CN(C)C(=O)C[C@@H]1CC[C@H]2[C@@H](COc3ccc(NC(=O)c4cnccn4)cc3C(=O)N2C)O1	-1.6
COC(=O)C[C@H]1CC[C@@H]2[C@H](COC[C@H](O)CN2C(=O)Nc2ccccc2OC)O1	7.0
Cc1noc(C)c1S(=O)(=O)Nc1ccc2c(c1)C(=O)N([C@H](C)CO)C[C@H](C)[C@@H](CN(C)S(=O)(=O)c1c(C)noc1C)OCCCC[C@H](C)O2	-2.1
Cc1ccc(S(=O)(=O)N[C@H]2C=C[C@@H](CC(=O)N3CCc4ccccc4C3)O[C@@H]2CO)cc1	-0.3
O=C(NCC[C@H]1CC[C@@H](NS(=O)(=O)c2ccc(Cl)cc2)[C@H](CO)O1)Nc1ccc(F)cc1	-1.2
CC(C)NC(=O)N(C)C[C@H]1OCCCC[C@H](C)Oc2ccc(NC(=O)Nc3ccc4c(c3)OCO4)cc2C(=O)N([C@H](C)CO)C[C@@H]1C	0.0
CCCC#Cc1ccc([C@H]2[C@@H](CO)N3C(=O)CN(C(=O)Nc4ccccc4)C[C@@H]23)cc1	-2.7
CCC(=O)N1[C@H](CO)[C@H](c2ccccc2-c2cccc(C)c2)[C@@H]1C#N	1.1
Cc1noc(C)c1S(=O)(=O)Nc1ccc2c(c1)CC(=O)N([C@@H](C)CO)C[C@@H](C)[C@@H](CN(C)C(=O)Nc1ccccc1)O2	-0.3
Cc1noc(C)c1NC(=O)Nc1cccc2c1O[C@@H](CN(C)Cc1ccc(C(=O)Nc3ccccc3N)cc1)[C@@H](C)CN([C@@H](C)CO)C2=O	-0.1
C[C@@H]1CN([C@H](C)CO)C(=O)Cc2cc(NC(=O)NC3CCCCC3)ccc2O[C@H]1CN(C)Cc1ccccc1	0.0
C[C@@H]1CN([C@@H](C)CO)C(=O)c2cc(C#CC3CCCC3)cnc2O[C@@H]1CN(C)S(=O)(=O)c1cccc(F)c1	0.6
CC(C)NC(=O)Nc1ccc2c(c1)C(=O)N([C@H](C)CO)C[C@@H](C)[C@H](CN(C)S(=O)(=O)c1ccc(Cl)cc1)O2	-0.4
COc1ccccc1S(=O)(=O)N[C@@H]1C=C[C@H](CC(=O)NCc2cc(F)cc(F)c2)O[C@@H]1CO	1.7
C[C@@H]1CN([C@@H](C)CO)C(=O)c2cc(-c3ccc(C(=O)N(C)C)cc3)cnc2O[C@@H]1CN(C)C(=O)C1CC1	0.2
COc1ccc([Si](C)(C)[C@H]2[C@H](CCO)O[C@@]3(C(=O)N(Cc4ccc(NC(C)=O)cc4)c4ccccc43)[C@@H]2C)cc1	1.6
Cn1cnc(S(=O)(=O)N[C@H]2C=C[C@H](CC(=O)N3CCN(c4ccccc4)CC3)O[C@H]2CO)c1	1.0
CC(C)C#Cc1cnc2c(c1)C(=O)N([C@H](C)CO)C[C@H](C)[C@H](CN(C)C(=O)C1CCC1)O2	0.6
C[C@H](O)C#Cc1ccc2c(c1)O[C@@H](CN(C)CC1CCOCC1)[C@H](C)CN([C@@H](C)CO)S2(=O)=O	-3.7
Other compounds:
SMILES	TcdB inh
COc1ccc(S(=O)(=O)Nc2cccc3c2O[C@H](CN(C)C(=O)Nc2ccc(F)cc2)[C@@H](C)CN([C@H](C)CO)C3=O)cc1	0.4
C[C@H](CO)N1C[C@H](C)[C@@H](CN(C)S(=O)(=O)c2cccs2)Oc2ccc(NS(=O)(=O)c3ccc(F)cc3)cc2CC1=O	-0.3
C[C@@H]1CN([C@@H](C)CO)C(=O)c2cc(-c3ccc(F)cc3)cnc2O[C@@H]1CN(C)C(=O)C1CCC1	-0.8
C[C@H]1CCCCO[C@H](CN(C)S(=O)(=O)c2ccccc2)[C@@H](C)CN([C@@H](C)CO)C(=O)c2cc(NC(=O)CCC(F)(F)F)ccc2O1	-0.8
C[C@H](CO)N1C[C@H](C)[C@H](CN(C)C(=O)Nc2ccccc2)OCCCC[C@H](C)Oc2ccc(NS(=O)(=O)c3ccc(Cl)cc3)cc2C1=O	-2.8
Cc1ccc(S(=O)(=O)N(C)C[C@@H]2OCCCC[C@H](C)Oc3ccc(NS(=O)(=O)c4c(C)noc4C)cc3C(=O)N([C@@H](C)CO)C[C@H]2C)cc1	-0.5
C[C@H](CO)N1C[C@H](C)[C@H](CN(C)C(=O)Nc2ccc3c(c2)OCO3)OCCCC[C@H](C)Oc2ccc(NC(=O)c3ccccc3)cc2C1=O	-0.8
Cc1ccc(S(=O)(=O)N(C)C[C@@H]2Oc3c(NC(=O)C4CCCCC4)cccc3C(=O)N([C@H](C)CO)C[C@H]2C)cc1	0.6
Cc1noc(C)c1NC(=O)Nc1ccc2c(c1)C(=O)N([C@@H](C)CO)C[C@H](C)[C@@H](CN(C)C(=O)Nc1ccc3c(c1)OCO3)O2	-2.0
CC(C)NC(=O)N(C)C[C@@H]1OCCCC[C@H](C)Oc2ccc(NC(=O)Nc3cccc4ccccc34)cc2C(=O)N([C@H](C)CO)C[C@@H]1C	-1.4
Cc1noc(C)c1S(=O)(=O)N(C)C[C@@H]1Oc2ccc(NC(=O)NC(C)C)cc2CC(=O)N([C@@H](C)CO)C[C@H]1C	0.4
O=C(c1ccncc1)N1C[C@@H]2[C@H](c3ccccc31)[C@H](CO)N2C(=O)Nc1ccc(F)cc1	-0.7
COc1ccc(S(=O)(=O)N(C)C[C@@H]2Oc3ccc(NC(=O)CCCCCC(=O)Nc4ccccc4N)cc3CC(=O)N([C@H](C)CO)C[C@H]2C)cc1	0.0
COc1ccc(S(=O)(=O)N(C)C[C@@H]2OCCCC[C@H](C)Oc3ccc(NS(=O)(=O)c4ccc(C)cc4)cc3C(=O)N([C@@H](C)CO)C[C@H]2C)cc1	-1.6
C[C@H](CO)N1C[C@H](C)[C@@H](CN(C)C(=O)Cc2ccccc2)Oc2ncc(-c3ccc(F)cc3)cc2C1=O	0.0
CNC[C@H]1Oc2ccc(NC(=O)Cc3cn(C)c4ccccc34)cc2CC(=O)N([C@H](C)CO)C[C@@H]1C	-0.2
C[C@@H]1CN([C@@H](C)CO)C(=O)c2cc(NS(=O)(=O)c3ccc(F)cc3)ccc2O[C@@H](C)CCCCO[C@H]1CN(C)S(=O)(=O)c1cn(C)cn1	0.2
